From PubChem
RAD52 inh = RAD52 DNA annealing inhibitors, primary screen, biochemical, FRET, single point, set 2; inhibition, % at 18.7 µM; recombinant RAD52 DNA annealing, FRET fluorescence; DNA repair protein RAD52 homolog (Homo sapiens), P43351; 360,000 tested, 0.46% active;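 active = every replicate showing at least 50% inhibition; inconclusive = mean inhibition at least 50% but not in every replicate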
esBAF inh = Bmi1 luciferase reporter increase in mESCs, primary screen, esBAF inhibitor project, mouse ES cells, Bmi1 luciferase knock-in, single point; AID 602393, 2012; reporter increase, % at 12.5 µM; 24 h; 100% = twice the neutral-well signal; 350,000 tested, 2% active; in the data active = activation above about 40%; inconclusive = no clear call, values can overlap the other calls;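 note: 0% = median of the plate's neutral control wells and 100% = double that signal; a rise in the Bmi1 reporter signal indicates esBAF inhibition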
INS-1E GSIS act = GLuc luminescence reporter in INS-1E cells, primary screen for activators of glucose-dependent secretion of insulin; INS-1E GLuc reporter insulin secretion, 2-3 h; activation, % at 16.6 µM; 370,000 tested, 0.61% active;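 active = lowest replicate activation of at least 40%, so every replicate reaches that level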;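 note: 0% = median of neutral control wells and 100% = median of IBMX positive control wells; some compounds called inactive have numbers as strong as hits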
ARNT TACC3 PPI = disruptors of ARNT/TACC3 protein interaction, primary screen, biochemical, AlphaScreen, single concentration; Transforming acidic coiled-coil-containing protein 3 (Homo sapiens), Q9Y6A5; AlphaScreen His-ARNT PAS-B/GST-TACC3 binding, luminescence; TACC3 fragment carries E629A point mutation; inhibition, % at 9.99 µM; 390,000 tested, 0.66% active; AID 623870, 2012;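 active = mean inhibition of replicates at least 50% and at least half of replicates each reaching 50%; inconclusive = half or more replicates reach 50% but mean below 50%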;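 note: 0% = complete ARNT plus TACC3 wells and 100% = ARNT alone without TACC3; many hits fall short of the cut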
RAD54 inh = inhibitors of human RAD54 branch migration, primary screen, biochemical, fluorescence, single point. inhibition, % at 10.4 µM. AID 602329, 2012. RAD54 Holliday junction branch migration, FAM/BHQ fluorescence. DNA repair and recombination protein RAD54-like (Homo sapiens), Q92698. 360,000 tested, 0.14% active;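 active = mean normalized replicate activity at least 40 and at least half of replicates scoring 40 or more; inconclusive = only one of the two criteria met; inactive = mean below 40 and under half of replicates reaching 40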;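 note: 0% = median of neutral control wells and 100% = median of positive control wells; inhibitors cause a drop in the FAM fluorescence signal; in these data hits start at about 50%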
Target sequence (Q92698 whole entry, looked up): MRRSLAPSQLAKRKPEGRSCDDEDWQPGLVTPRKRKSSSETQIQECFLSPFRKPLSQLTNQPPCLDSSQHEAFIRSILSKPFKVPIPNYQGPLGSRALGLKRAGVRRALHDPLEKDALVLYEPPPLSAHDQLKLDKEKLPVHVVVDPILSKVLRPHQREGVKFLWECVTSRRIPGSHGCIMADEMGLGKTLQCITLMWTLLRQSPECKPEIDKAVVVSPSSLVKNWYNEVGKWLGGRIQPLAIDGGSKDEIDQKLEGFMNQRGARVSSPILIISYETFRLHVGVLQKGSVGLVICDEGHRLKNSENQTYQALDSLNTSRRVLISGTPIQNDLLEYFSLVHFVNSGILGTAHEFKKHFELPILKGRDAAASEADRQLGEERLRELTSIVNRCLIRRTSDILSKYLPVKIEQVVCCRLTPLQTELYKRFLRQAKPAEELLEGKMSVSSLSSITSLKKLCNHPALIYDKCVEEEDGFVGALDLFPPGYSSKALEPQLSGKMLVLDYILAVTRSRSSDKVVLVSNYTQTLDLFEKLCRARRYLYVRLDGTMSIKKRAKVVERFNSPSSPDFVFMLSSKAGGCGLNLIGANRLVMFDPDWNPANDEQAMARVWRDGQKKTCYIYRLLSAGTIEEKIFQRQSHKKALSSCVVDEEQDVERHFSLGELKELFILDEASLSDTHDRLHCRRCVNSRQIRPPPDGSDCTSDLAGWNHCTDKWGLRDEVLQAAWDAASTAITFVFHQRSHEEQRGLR
ERAP1 inh = human ERAP1 aminopeptidase inhibitors, primary screen, biochemical, single point, plate reader; 340,000 tested, 0.15% active; Endoplasmic reticulum aminopeptidase 1 (Homo sapiens), Q9NZ08; inhibition, % at 10.7 µM; recombinant ERAP1, Leu-AMC fluorescence, 60 min; AID 652197, 2013;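 active = mean replicate inhibition of at least 30%, or all replicates individually reaching that 30% level; inactive = mean below 30% and not every replicate reaching it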;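 note: 0% = neutral control wells and 100% = L-leucinethiol positive control wells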
XiGFP reactiv = activators of inactive X chromosome reactivation, primary screen, imaging, XiGFP fibroblasts, GFP high-content imaging, set 2 | XiGFP mouse fibroblasts, % GFP-positive cells imaging, 3 d; cells co-treated with 5-aza-dC sensitizer; scaled so ellipticine positive control = 100% | activation, % at 7.58 µM | 360,000 tested, 0.055% active | AID 743238, 2013;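 active = mean normalized replicate activation at least 10% and every replicate at or above 10%; inconclusive = only one of the two criteria met; inactive = mean below 10% and not all replicates reach 10%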;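 note: 0% = median of on-plate neutral control wells and 100% = ellipticine 6 µM median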
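Assay system: SV40-immortalized XiGFP fibroblast cells, line 68-5-11; buffer or medium: DMEM plus 5-aza-dC sensitizer; compound: one concentration, pinned; timing: compounds 3 days, fix/stain 15 min at room temperature; benchmarks: positive control ellipticine, 6 µM final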
F508del corr = F508del CFTR correction, initial screen, CFBE line, single point; CFBE cells, YFP halide quenching; stimulated with forskolin plus potentiator P3; % fluorescence drop versus neutral controls; activity (quench increase), % at 7.58 µM; 350,000 tested, 0.36% active;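 active = mean added fluorescence quench of at least 8% versus neutral control, with both replicates also reaching 8%; inconclusive = only one of the mean or replicate conditions met; inactive = mean below 8% and not both replicates reaching 8%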;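 note: cells transiently co-express mutant CFTR-F508del with the halide-sensitive YFP; corrector assay measuring rescue of mutant channel to the surface after 24 h compound exposure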
Numbers without * were called inactive; ? = inconclusive; · = no result given; & = joins results of further samples.

SMILES | RAD52 inh | esBAF inh | INS-1E GSIS act | ARNT TACC3 PPI | RAD54 inh | ERAP1 inh | XiGFP reactiv | F508del corr
Cc1noc(C)c1S(=O)(=O)Nc1ccc2c(c1)C(=O)N([C@@H](C)CO)C[C@@H](C)[C@H](CN(C)S(=O)(=O)c1c(C)noc1C)OCCCC[C@H](C)O2 | -42 | -5 | -11 | -3 | -2 | -2 | 0.4 | 2.5
COc1ccc(CC(=O)OCC(=O)NCc2ccc(C)cc2)cc1OC | -22 | · | · | -3 | · | -1 | 0.4 | 0.2
CCS(=O)(=O)N1CC2(C1)CN(S(=O)(=O)c1ccccc1)[C@H](CO)c1c2c2ccc(OC)cc2n1C | 9 | · | -9 | · | · | 0 | 0.0 | -2.5
CC1(c2ccc(Cl)cc2)NC(=O)N(CC(=O)Nc2ccc(F)cc2)C1=O (centres undefined) | -8 | -4 | -45 | -11 | -10 | 0 | 0.0 | -1.0
CCCc1cc(=O)oc2cc(OCC(=O)NCc3cccs3)ccc12 | 3 | · | 3 | -12 | 10 | -5 | 0.0 | ·
COc1ccc(Br)cc1C(=O)N/N=C/c1cccnc1 | -6 | 10 | -3 | 6 | 0 | 2 | 0.1 | 1.5
C[C@@H]1CN([C@H](C)CO)C(=O)c2cc(C#CC3CC3)cnc2O[C@H]1CN(C)C(=O)Cc1ccccn1 | -9 | -15 | -5 | -5 | -2 | 0 | -0.9 | -1.4
O=C(Nc1c(C(=O)N2CCOCC2)cnn1-c1ccccc1Cl)c1ccco1 | · | -4 | 5 | -10 | 6 | · | · | ·
C[C@@H]1CCCCO[C@H](CN(C)C(=O)CCCN(C)C)[C@@H](C)CN([C@H](C)CO)C(=O)c2cc(NC(=O)C3CCCCC3)ccc2O1 | 4 | 2 | 1 | -7 | -19 | -1 | -1.2 | 1.2
CCN1CCN(CC(=O)c2ccc(C)cc2)CC1 | -13 | -4 | 15 | -4 | 1 | 2 | 0.1 | -0.4
O=c1[nH]c2cc(Cl)cc([N+](=O)[O-])c2c2ccc(Cl)cc12 | -12 | -5 | -7 | · | 2 | 4 | 0.2 | -1.2
COc1cccc2cc(C(=O)N3CCC(C)CC3)c(=O)oc12 | -4 | -3 | -6 | · | 4 | 0 | 0.1 | 0.7
N#C/C(=C\c1cccnc1)C(=O)Nc1cccc(Cl)c1 | -206 | · | · | -4 | · | -8 | 0.1 | 1.0
COc1ccc(NC(=O)Nc2cccc3c2O[C@H](CN(C)C(=O)Nc2ccc(C(F)(F)F)cc2)[C@@H](C)CN([C@@H](C)CO)C3=O)cc1 | · | -2 | -18 | 3 | 1 | · | -1.3 | -3.4
COc1ccc(S(=O)(=O)N2CCOCC2)cc1NC(=O)c1ccc(S(=O)(=O)N(C)c2ccccc2OC)cc1 | -25 | 17 | -23 | -2 | 1 | -2 | 0.1 | -1.0
O=[N+]([O-])c1ccc(C=NNc2ccccc2)cc1 | -23 | 44* | · | 5 | -10 | 8 | 0.1 | -1.5
C[C@H]1CN([C@@H](C)CO)C(=O)c2cc(Br)cnc2O[C@@H]1CN(C)C(=O)c1ccccn1 | 11 | 4 | 1 | -1 | 7 | 1 | -0.3 | -0.4
COC(=O)c1ccc(CNC(=O)c2ccc(S(=O)(=O)N(C)c3ccccc3OC)cc2)cc1 | -13 | 4 | -71 | -2 | -2 | -2 | 0.0 | -2.3
CC1CC(C)CN(CCCNS(=O)(=O)c2ccc3c(c2)CCN3C(=O)C2CC2)C1 (centres undefined) | -23 | -3 | -1 | 3 | -1 | 2 | 0.0 | -0.1
COc1ccccc1CNc1nc2cc(-c3ccccc3C)sc2c(=O)n1C | -9 | 10 | -27 | · | 2 | 3 | 0.0 | -3.7
c1ccc2cc(CNCc3cccc4ccccc34)ccc2c1 | 0 | · | 13 | 1 | · | · | 0.2 | -2.8
C/C(=N\NC(=O)c1ccco1)c1cc2ccccc2o1 | -7 | · | 2 | 6 | -2 | 2 | 0.0 | ·
Cc1ccc2c(c1)c1c3n2CCN(CC(O)CNC(C)C)C3CCC1 (centres undefined) | 82* | 3 | 6 | 26 | ? | 6 | 0.2 | 2.5
O=[N+]([O-])c1ccc2c([N+](=O)[O-])ccc3c2c1CC3 | -6 | -5 | 24 | · | 11 | 2 | 0.0 | 1.5
CC(=O)N1C(=O)C2(C(C#N)=C(N)Oc3cc(C)oc(=O)c32)c2ccccc21 (centres undefined) | · | -3 | 23 | 0 | 1 | · | · | ·
COc1cccc(S(=O)(=O)N2CCC3(CC2)CN[C@H](CO)c2c3c3ccc(OC)cc3n2C)c1 | 21 | · | -3 | · | · | 6 | 0.2 | 3.0
COc1ccc(NC(=O)c2ccc(S(=O)(=O)N3CC(C)CC(C)C3)cc2)cc1S(N)(=O)=O (centres undefined) | -12 | -4 | 6 | -4 | -9 | 0 | 0.0 | -2.2
O=C(Cc1ccncc1)NCC[C@H]1CC[C@@H](NC(=O)C2CCCC2)[C@@H](CO)O1 | -12 | 0 | 14 | -7 | -10 | 1 | 0.3 | 3.8
CO[C@@H]1CN(C)C(=O)c2cc(NS(=O)(=O)Cc3ccccc3)ccc2OC[C@@H](C)N(Cc2nccs2)C[C@H]1C | -1 | 3 | -9 | 9 | -9 | 4 | -0.3 | 5.1
COc1ccc(S(=O)(=O)N(C)C[C@@H]2Oc3ccc(NC(=O)CCN4CCOCC4)cc3CC(=O)N([C@H](C)CO)C[C@@H]2C)cc1 | -6 | -17 | 5 | -2 | -1 | 1 | -1.2 | -0.7

In another format: 2 of the compounds above.
Compound	RAD52 inh	esBAF inh	INS-1E GSIS act	ARNT TACC3 PPI	RAD54 inh	ERAP1 inh	XiGFP reactiv	F508del corr
C/C(=N\NC(=O)c1ccco1)c1cc2ccccc2o1	-7	·	2	6	-2	2	0.0	·
CO[C@@H]1CN(C)C(=O)c2cc(NS(=O)(=O)Cc3ccccc3)ccc2OC[C@@H](C)N(Cc2nccs2)C[C@H]1C	-1	3	-9	9	-9	4	-0.3	5.1

Following part:
SMILES | RAD52 inh | esBAF inh | INS-1E GSIS act | ARNT TACC3 PPI | RAD54 inh | ERAP1 inh | XiGFP reactiv | F508del corr
COc1ccc(-c2noc(CCCC(=O)N3CCN(c4cc(C)ccc4C)CC3)n2)cc1 | -58 | 62* | -8 | -1 | -6 | -1 | -0.2 | 4.5
CN(C(=O)CSc1ncnc2ccccc12)C1CCCCC1 | -12 | 86* | 17 | -2 | -10 | 3 | 0.1 | -2.5
O=C(Nc1ccc2c(c1)OCO2)c1ccc(Br)o1 | -6 | 13 | 10 | 4 | 12 | -3 | · | 0.3
C[C@@H]1CN([C@@H](C)CO)C(=O)c2cc(C#C[C@@H](C)O)cnc2O[C@H]1CN(C)C(=O)c1ccccc1F | -6 | 0 | 29 | -3 | 0 | 2 | 0.7 | -2.3
COC(=O)C[C@H]1C[C@H]2c3cc(NC(=O)Nc4ccc(C(F)(F)F)cc4)ccc3O[C@H]2[C@H](CO)O1 | -5 | -2 | -3 | 2 | -2 | 5 | 0.6 | 2.3
CC(C)NC(=O)c1ccc(-c2cc(C(F)(F)F)ccc2Cl)o1 | · | -3 | -6 | 1 | -5 | · | · | ·
Cc1ccc(S(=O)(=O)N(OCc2ccccc2)C(C)C(=O)O)cc1 (centres undefined) | -12 | · | 6 | · | -9 | 2 | 0.2 | -0.5
CC(Cl)c1cc(-c2ncc(C(F)(F)F)cc2Cl)no1 (centres undefined) | -9 | · | 0 | · | · | -2 | 0.1 | 3.2
CCOc1ccccc1NC(=O)CCNC(=O)c1ccco1 | -11 | -8 | 4 | -5 | -4 | 0 | 0.3 | 0.3
Cn1cc(Br)c(C(=O)NC(=S)N2CCN(c3ccccn3)CC2)n1 | -10 | · | · | -2 | · | -5 | 0.1 | 0.4
COc1cccc2c1C(CCCC(=O)O)CCC2 (centres undefined) | -8 | 4 | 27 | 0 | -5 | 8 | 0.0 | -1.3
CO[C@H]1CN(C)C(=O)c2cc(NS(=O)(=O)c3ccc(C)cc3)ccc2OC[C@H](C)N(C)C[C@@H]1C | 2 | -1 | 7 | 5 | -10 | -3 | 0.2 | -1.3
Nc1nc(Nc2ccccc2)nc(NC2CCCCC2)c1[N+](=O)[O-] | -39 | 0 | 13 | 7 | 1 | 0 | 0.2 | -1.2
c1ccc2[nH]c(CCCc3nc4ccccc4[nH]3)nc2c1 | -14 | -3 | · | -3 | 7 | 0 | -0.1 | ·
CCOc1ncccc1C(=O)Nc1ccc2c(c1)OCCCO2 | 6 | 10 | 33 | · | 11 | 1 | 0.5 | -0.5
CCOc1cc(/C=C2\N=C3CCCCCN3C2=O)ccc1O | -62 | · | 0 | -4 | · | 11 | -0.6 | -2.3
COc1ccc(N2CCN(C(=O)CN3C(=O)NC4(CCCc5ccccc54)C3=O)CC2)cc1 (centres undefined) | 2 | 4 | 3 | 12 | · | 1 | -0.1 | -3.7
CCOCCc1nnc(NC(=O)CCS(=O)(=O)c2ccccc2)s1 | -4 | -3 | 3 | 7 | -6 | 1 | 0.3 | -0.7
O=C(C[C@H]1C[C@H]2c3cc(NC(=O)Cc4ccncc4)ccc3O[C@H]2[C@@H](CO)O1)NCc1ccccc1 | -18 | 2 | 4 | 2 | 11 | 1 | 0.0 | 0.6
O=C(C[C@@H]1C[C@@H]2c3cc(NC(=O)CC4CC4)ccc3O[C@@H]2[C@@H](CO)O1)NCc1ccccn1 | -1 | 4 | 16 | -2 | -12 | 5 | -0.1 | -1.2
O=C(O)C1CC=CCC1C(=O)NCCCN1CCCC1=O (centres undefined) | 0 | -7 | 7 | -4 | 0 | -1 | 0.1 | 3.3
NC(=O)c1ccc(NC(=O)CN2CCN(c3ccc(Cl)cc3)CC2)cc1 | -10 | · | 0 | · | · | 5 | 0.1 | ·
CC(OC(=O)c1cccnc1Cl)C(=O)NC1CCCCC1 (centres undefined) | -15 | -1 | · | · | 2 | -4 | 0.0 | -1.0
COc1cccc(CN(C)C(=O)c2cc(COc3ccc4ncccc4c3)on2)c1 | 0 | · | -13 | 2 | · | -3 | 0.0 | 3.4
O=C(O)c1ccc(CN2C(=O)c3cccc4c([N+](=O)[O-])ccc(c34)C2=O)cc1 | -165 | 7 | 4 | 2 | 4 | -2 | · | ·
C[C@@H]1CN([C@@H](C)CO)S(=O)(=O)c2ccc(Br)cc2O[C@H]1CN(C)C(=O)C1CCC1 | -11&8 | -1&4 | 2&21 | -2 | -7&0 | -1&-1 | 0.3&-0.9 | 0.1&0.1&2.4
O=C(COC(=O)C1CC2C=CC1C2)Nc1ccc([N+](=O)[O-])cc1 (centres undefined) | -13 | -6 | · | 4 | -4 | -6 | 0.0 | ·
Cc1nn(C)cc1NC(=O)C[C@H]1CC[C@@H]2[C@@H](COc3ccc(NC(=O)c4cccc(F)c4)cc3C(=O)N2C)O1 | 10 | -4 | 0 | 0 | -1 | 1 | 0.0 | -0.3
O=C(CNS(=O)(=O)c1ccc(Cl)cc1)NC1CCCCC1 | -3 | 0 | 9 | 2 | -7 | -1 | 0.1 | 1.6

Outcome played no part in choosing rows, and some 3.3% of all compounds hit somewhere here.
